Bioassay records deposited in PubChem by several laboratories.
Smad3 inh: Smad3/FoxH1 peptide binding inhibitors, primary screen, biochemical, TR-FRET | TR-FRET Smad3/Dy647-FoxH1 peptide binding, europium anti-His | inhibition, % at 25 µM | actives 0.29% (n = 88,000) | AID 630, 2007;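 active = compounds that reduce the energy-transfer binding signal between the protein and its labelled peptide by more than half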;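 also: 0% = Smad3 plus labelled peptide maximal FRET and 100% = peptide-only background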
sEH act: soluble epoxide hydrolase activators, primary screen, biochemical, human sEH | Bifunctional epoxide hydrolase 2 (Homo sapiens), P34913 | purified human sEH enzymatic activity, activator screen | activation, % at 2 µM | actives 0.04% (n = 91,000); in the data active = activation above about 37%; also: values of inactives mirror those of a sister screen read the other way
Target sequence (P34913 whole entry, looked up): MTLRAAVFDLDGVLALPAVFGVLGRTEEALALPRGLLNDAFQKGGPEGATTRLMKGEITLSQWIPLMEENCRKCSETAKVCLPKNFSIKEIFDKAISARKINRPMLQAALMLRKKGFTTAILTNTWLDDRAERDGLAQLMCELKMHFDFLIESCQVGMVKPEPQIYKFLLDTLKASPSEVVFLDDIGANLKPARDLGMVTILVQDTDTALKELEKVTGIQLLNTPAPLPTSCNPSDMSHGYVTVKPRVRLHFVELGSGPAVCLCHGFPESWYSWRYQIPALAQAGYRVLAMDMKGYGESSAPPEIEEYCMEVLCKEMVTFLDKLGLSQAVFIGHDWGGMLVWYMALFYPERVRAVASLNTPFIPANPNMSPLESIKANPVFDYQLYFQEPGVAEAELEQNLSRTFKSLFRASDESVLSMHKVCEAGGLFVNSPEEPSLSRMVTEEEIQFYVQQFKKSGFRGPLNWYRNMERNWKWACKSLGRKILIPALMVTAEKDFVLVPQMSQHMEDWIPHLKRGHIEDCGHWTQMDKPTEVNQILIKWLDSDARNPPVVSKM
Lung fibro prol: antiproliferative effect on LL 47 fibroblasts – human, LL 47 cells, CellTiter-Glo luminescence, primary screen. viability, % at 10 µM. actives 1.1% (n = 85,000). LL 47 human lung fibroblast viability, ATP luminescence; hits give low values;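 active = viability at or below 50% in the single dose screen; inactive = viability above 50%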;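 also: compound exposure lasted 72 h before the ATP readout; 100% = median luminescence of untreated cell-only wells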
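Material: human lung fibroblast line LL 47, low passage; Evaluation: viability percentage against median untreated-cell control; Buffer or medium: 15% FBS in IMEM; Incubation: 72 h compound exposure at 37 °C after overnight plating; Dosing: 0.1% DMSO in all compound wells; Measured by: CellTiter-Glo luminescence.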
HUVEC inhibit: inhibitors of HUVEC proliferation, primary screen, cell-based, 384-well | CellTiter-Glo luminescence, 72 h; hits give low values | viability, % at 10 µM (by protocol) | actives 1.1% (n = 86,000) | AID 648, 2007;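 active = viability at or below 30%; inactive = viability above 30%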;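 also: 100% = median luminescence of DMSO-only cell control wells on each plate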
ERa coact pot: enhancers of ERα–SRC-1 coactivator binding, primary screen, biochemical, TR-FRET, ERα LBD, low estradiol. TR-FRET ERalpha-LBD/SRC-Cy5 coactivator binding, 2 h; 100 = basal binding, no effect. Estrogen receptor (Homo sapiens), P03372. actives 1.3% (n = 86,000). coactivator binding (% of control), % at 25.6 µM. AID 639, 2007; in the data active = activity above about 200%;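 also: binding measured in presence of low estradiol as agonist stimulus; 0% = peptide alone without receptor and 100% = receptor with peptide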
H69AR inhibit: proliferation blockers of H69AR lung cancer cells, primary screen, cell-based, human, 86K library; H69AR lung tumor viability, ATP luminescence, 72 h; hits give low values; viability, % at 10 µM; actives 6% (n = 85,000);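 active = viability at or below 40%; inactive = viability above 40%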;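 also: multidrug resistant small cell line overexpressing MRP-1 efflux transporter; 100% = mean luminescence of untreated control wells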
ERb SRC1 inh: inhibitors of ERβ-SRC1 coactivator interaction, primary screen, biochemical, TR-FRET, ERβ LBD, SRC-1 peptide | TR-FRET ER-beta LBD / SRC1-Cy5 peptide binding; receptor agonist-loaded with 1 µM estradiol | inhibition, % at 25.6 µM | actives 1.3% (n = 86,000) | AID 633, 2007;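 active = compounds whose percent inhibition of the receptor-coactivator binding signal exceeds about 50% in the single-dose screen, limit read from the data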;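 also: 0% = receptor plus peptide wells without compound and 100% = peptide-only wells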
Target sequence (Q92731 whole entry, looked up, the tested form may be a part): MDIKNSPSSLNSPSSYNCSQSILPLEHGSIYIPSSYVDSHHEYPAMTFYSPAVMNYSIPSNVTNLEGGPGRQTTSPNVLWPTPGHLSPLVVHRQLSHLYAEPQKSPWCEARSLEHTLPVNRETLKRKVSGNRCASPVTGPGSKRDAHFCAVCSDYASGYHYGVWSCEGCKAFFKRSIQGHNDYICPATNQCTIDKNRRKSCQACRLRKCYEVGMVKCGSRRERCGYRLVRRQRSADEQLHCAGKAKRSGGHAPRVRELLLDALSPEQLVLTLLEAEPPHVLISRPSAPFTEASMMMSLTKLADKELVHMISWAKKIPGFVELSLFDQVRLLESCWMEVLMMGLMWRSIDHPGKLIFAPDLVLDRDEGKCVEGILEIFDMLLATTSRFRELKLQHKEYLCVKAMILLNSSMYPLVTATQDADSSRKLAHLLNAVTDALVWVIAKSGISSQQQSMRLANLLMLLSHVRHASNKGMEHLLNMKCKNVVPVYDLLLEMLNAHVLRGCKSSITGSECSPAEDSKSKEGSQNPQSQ
Calb biofilm kill: clotrimazole potentiators killing Candida biofilms, primary screen, with clotrimazole, Alamar Blue; C. albicans biofilm + clotrimazole; inhibition, % at 6 µM; actives 0.14% (n = 85,000); AID 834, 2007;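 active = inhibition above 20%; inactive = inhibition below 20%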;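 also: preformed 24 hr biofilms exposed to compound for 48 hr; 0% = biofilm without compound and 100% = blank killed by clotrimazole plus chlorhexidine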
ERa coact inh: ERα–SRC-1 coactivator interaction inhibitors, primary screen, biochemical, TR-FRET, ERα LBD, estradiol-bound; Estrogen receptor (Homo sapiens), P03372; TR-FRET ER-alpha LBD / SRC-1 peptide; inhibition, % at 25.6 µM; actives 1.7% (n = 86,000); in the data active = inhibition above about 50%;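 also: 0% = receptor plus peptide control and 100% = peptide only without receptor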
An asterisk follows results filed as active; x = no result given; [ ] = remark or other dose. These rows are one share of the data; count on the stated rates, not on these rows.

SMILES	Calb biofilm kill	Lung fibro prol	ERa coact inh	ERb SRC1 inh	ERa coact pot	Smad3 inh	H69AR inhibit	HUVEC inhibit	sEH act
CN1C(=O)/C(=C/c2cn(CC(=O)N3CCCCC3)c3ccccc23)c2ccccc21	-2	95	-10[fluorescence artefact?]	48	96[fluorescence artefact?]	7	44	57	16
N#C/C(C(=O)Oc1ccccc1)=C1\C=CC=CN1	5	106	-32	-14	93	5	83	89	11
CC1CCc2nc(N)c(C#N)c(-c3cccn3C)c2C1 (stereo not drawn)	9	98	-3	2	103	1	62	92	-7
CCCOC(=O)Nc1sc2c(c1C(=O)OCC)CCC2	9	89	-5	-8	136	-7	84	95	9
CC(C)(C)c1cc(C(c2cccnc2)N2CCN(CCO)CC2)cc(C(C)(C)C)c1O (stereo not drawn)	0	2.8*	15	15	62[fluorescence artefact?]	2	2.2*	2.2*	-4
CC1=CC(c2ccc(Cl)cc2)n2nc(NS(=O)(=O)c3ccc(C)cc3)nc2N1 (stereo not drawn)	5	97	5	-19	99[fluorescence artefact?]	17	93	83	25
O=C1C2ON(c3ccccc3)C(c3cccnc3)C2C(=O)N1c1ccccc1 (stereo not drawn)	-4	100	-3	7[fluorescence artefact?]	115	-5	95	83	x
O=S(=O)(NC1CC1)c1ccc(S(=O)(=O)N2CCc3ccccc32)cc1	4	97	0	-7	105	8	84	109	5
COc1ccc(NC(=O)CN(C)S(=O)(=O)c2ccccc2)cc1OC	1	100	-4	-12	95	-1	93	101	17
Cc1ccccc1Cn1cnc2c(nnn2Cc2ccc(F)cc2)c1=O	11	94	-4	-12	108	5	95	96	-1
Cc1ccc(OC(=O)CCc2c(C)nc3ncnn3c2C)cc1	6	104	3	3	119	0	95	93	3
CCCNc1nc(C)c(C(C)=O)cc1C#N	3	99	11	1	117	3	104	105	-24
c1csc(-c2cnc3n2CCCC3)c1	3	100	-10	0	115[fluorescence artefact?]	1	86	99	-26
c1ccc2c(c1)nc1n2CCS1	2	93	-8	-8	114	4	99	91	4
O=S(=O)(NC1CCCc2ccccc21)c1cnc[nH]1 (stereo not drawn)	7	97	4	7[fluorescence artefact?]	128	9	104	89	x
Cc1cc(=O)oc2ccc(OC(=O)c3cccc(S(=O)(=O)N4CCOCC4)c3)cc12	1	107	-32	-27	115	4	100	95	0

By substructure, those above containing a thiophene ring, fused or not (2)
SMILES	Calb biofilm kill	Lung fibro prol	ERa coact inh	ERb SRC1 inh	ERa coact pot	Smad3 inh	H69AR inhibit	HUVEC inhibit	sEH act
CCCOC(=O)Nc1sc2c(c1C(=O)OCC)CCC2	9	89	-5	-8	136	-7	84	95	9
c1csc(-c2cnc3n2CCCC3)c1	3	100	-10	0	115[fluorescence artefact?]	1	86	99	-26

New compounds follow.
SMILES	Calb biofilm kill	Lung fibro prol	ERa coact inh	ERb SRC1 inh	ERa coact pot	Smad3 inh	H69AR inhibit	HUVEC inhibit	sEH act
COc1ccc(OC)c(NS(=O)(=O)c2ccc(NC(=O)C3COc4ccccc4O3)cc2)c1 (stereo not drawn)	7	98	-2	-5	107	1	75	87	-20
COCCNC(=O)CC(NS(=O)(=O)c1ccc(C)cc1)c1ccco1 (stereo not drawn)	3	106	0	-6	117	7	100	93	2
CCC(C)(C)NC(=O)C(c1cccnc1)N(CCOC)C(=O)Cn1nnc2ccccc21 (stereo not drawn)	4	96	-1	-7	139	8	94	89	12
COc1ccc(C2=CC(c3ccc(Cl)cc3)n3cnnc3N2)cc1OC (stereo not drawn)	8	89	-66	-10	114	14[fluorescence artefact?]	90	97	x
O=S(=O)(c1ccc2c(c1)OCCO2)N1CCC(n2cnc3cc(F)ccc32)CC1	13	92	13	4	82	3[fluorescence artefact?]	68	96	-1
C=CCn1c2ccccc2c2nnc(SCc3ccc4nonc4c3)nc21	9	82	5	1[fluorescence artefact?]	90	3	80	68	x
CCOC(=O)Nc1ccc2ncn(C)c(=O)c2c1	6	98	3	-1	88	6	65	97	1
CC12CCC(C(=O)N(CSC(=S)N/N=C\c3ccccc3Cl)C1=O)C2(C)C (stereo not drawn)	1	91	0	-2	88	-7	101	91	3
O=C(c1cc2ccccc2oc1=O)N(Cc1cccs1)Cc1cccs1	11	85	-4	-2	113	1	81	99	10
C=CCNC(=O)C1CC(=O)N(c2ccc(OCC(=O)Nc3ccc(OC)cc3)cc2)C1 (stereo not drawn)	8	100	-7	-4[fluorescence artefact?]	112	5	100	101	-5
CCCCCOc1ccccc1C(=O)NCCC(=O)O	3	107	-4	-6	107[fluorescence artefact?]	-11	88	94	1
O=C(c1ccc(Cl)cc1)C1CCN(C(=O)N2CCOCC2)CC1	9	101	-7	9	97	0	104	82	-19
O=C1CC(NCc2ccc3c(c2)OCO3)C(=O)N1Cc1ccc2c(c1)OCO2 (stereo not drawn)	1	97	1	3	106	7	102	93	10
CCOC(=O)c1sc(Nc2ccccc2)nc1C	3	88	-5	4	97	7	87	95	-5
CCOc1ccccc1-c1nc(C(N)=O)c2[nH]c(=O)n(-c3ccc(F)cc3)c2n1	10	90	10[fluorescence artefact?]	4[fluorescence artefact?]	126	-4	43	87	13
CCOC(=O)C1=C(C)N(CCO)C(=O)NC1c1ccccc1 (stereo not drawn)	10	98	-13	-8	113	-4	86	95	x
Cc1cccn2cc(CNC(=O)c3ccco3)nc12	10	98	-12	-5[fluorescence artefact?]	118	1	91	111	-5
C=CCON1C(=O)c2ccccc2C1=O	7	91	0[fluorescence artefact?]	0[fluorescence artefact?]	126[fluorescence artefact?]	6[fluorescence artefact?]	98	93	-13
Cn1c(=O)cc(OCCCC(=O)Nc2ccccn2)c2ccccc21	-3	90	1	-3	105	1	93	82	x
CSCCC(NS(=O)(=O)c1ccc2c(c1)oc(=O)n2C)C(=O)NC1CCCCC1 (stereo not drawn)	10	98	-1	-5	99[fluorescence artefact?]	14	99	102	16
CCC(=O)N(Cc1ccco1)c1nc(-c2ccccc2)cs1	9	98	-1	2	114	4	94	100	0
COCCn1c(SCC(=O)Nc2cccc(C)c2)nnc1C(C)C	4	96	-13	-4	118	-10	x	99	-1
COc1ccccc1OCC(=O)OCC(=O)NCCN1C(=O)CSC1=O	9	92	1[fluorescence artefact?]	0[fluorescence artefact?]	107	-7	96	93	2
Cc1ccc(S(=O)(=O)N2CCCCC2C(=O)N2CCN(C)CC2)cc1 (stereo not drawn)	6	96	-4	-9	97	-3	94	98	-2
CC(Sc1cccc2cccc(C(=O)O)c12)C(=O)O (stereo not drawn)	5	94	-1	-1	99	0	99	95	3
Cc1cccnc1NC(=S)NC(=O)/C=C/c1ccco1	7	102	2	-7	79	-7	99	98	6
CC(C)c1nc(NCCN2CCOCC2)c(C#N)c2c1COC(C)(C)C2	3	95	4[fluorescence artefact?]	-7[fluorescence artefact?]	102	6	100	108	x
COc1ccc(-c2cc(-c3ccccc3)c(C#N)c(S(C)(=O)=O)n2)cc1	-3	71	15[fluorescence artefact?]	10[fluorescence artefact?]	116[fluorescence artefact?]	5	3.6*	26*	11
CCn1c(Sc2ccc(N)cc2Cl)nc2ccccc21	2	94	1	-6	98	0	34*	108	2
O=C(c1cnc2ccccn2c1=O)N1CCc2ccccc21	6	98	-9	4	109	-1	89	83	x
COc1cc(C)c(CNC2CCCCC2)cc1C	4	97	15	2	95	8	84	84	11
CCN(c1cccc(C)c1)S(=O)(=O)c1ccc2c(c1)CCN2C(C)=O	3	70	-6	-1	136	9	29*	71	-12
O=c1cc(CSc2nnnn2-c2ccccc2)[nH]c2[nH]n(-c3ccccc3)c(=O)c12	-3	98	38[fluorescence artefact?]	45[fluorescence artefact?]	80[fluorescence artefact?]	6	99	94	9
CCCCCSc1nc2c(cnn2-c2ccccc2)c(=O)[nH]1	3	96	45[fluorescence artefact?]	44[fluorescence artefact?]	283*[fluorescence artefact?]	9	27*	81	-6
O=C(Nc1nc2c(s1)CCCC2)c1ccc(Br)o1	-7	x	0[fluorescence artefact?]	-6	114	-2	63	86	5
CSc1nc(NC(C)=O)nc(C)c1Br	7	104	-2	-2	113	17	97	95	-6
COC(=O)c1sc(=S)n(-c2ccccc2)c1N	6	119	-37	-22	53	0	83	86	1
COc1cccc(CC(=O)NCC2COc3ccccc3O2)c1OC (stereo not drawn)	2	98	-4	5	113[fluorescence artefact?]	1	82	92	-3
O=C(c1ccccc1)N1CCCC(c2nc3c(nnn3Cc3ccccc3)c(=O)[nH]2)C1 (stereo not drawn)	8	99	-9	2	120	1	87	92	-1
CCOC(=O)C1(C)NC(c2ccc(N(C)C)cc2)C2C(=O)N(CC)C(=O)C21 (stereo not drawn)	-3	104	-6	0	102	0	106	105	3
CCN(CC)CCCNC(=O)C1c2cc(OC)c(OC)cc2C(=O)N(C)C1c1cccs1 (stereo not drawn)	-1	96	-10	-19	98	8	99	102	0
Brc1ccc(-c2nc(-c3ccncc3)no2)o1	5	106	-22	-26	93	10	98	102	4
CCOC(=O)c1sc(NC(NC(=O)c2ccco2)(C(=O)OC)C(F)(F)F)nc1C (stereo not drawn)	3	103	4[fluorescence artefact?]	8[fluorescence artefact?]	103	3	96	97	7
COc1ccccc1N1CCN(S(=O)(=O)c2ccc(Cl)s2)CC1	-1	98	10[fluorescence artefact?]	-1[fluorescence artefact?]	105	-5	85	102	-27
Cn1ccnc1SCc1cc(=O)[nH]c2ccccc12	2	100	-25	-3[fluorescence artefact?]	104	5	92	101	-26
CCOC(=O)CC1ON(C)C(=O)N1c1ccc([N+](=O)[O-])cc1 (stereo not drawn)	3	103	29	42	60[fluorescence artefact?]	3	84	73	-7
O=C(CSc1ncc(-c2ccc(F)cc2)[nH]1)Nc1cccc(O)c1	4	104	-1	1	111	-1	80	87	-5
O=c1nc(/C=C/c2ccc(-c3ccc(F)cc3)o2)cc(C(F)(F)F)[nH]1	0	92	17	12[fluorescence artefact?]	80[fluorescence artefact?]	-6	59	74	0
O=C(Cc1cccs1)Nc1nnc(CCc2ccccc2)s1	-4	95	16	19[fluorescence artefact?]	103[fluorescence artefact?]	-11	95	97	-2
N#Cc1c(/N=C/c2ccco2)sc2c1CCC2	3	x	-4	5[fluorescence artefact?]	104	-8	75	94	-8
Cc1ccc(CN(CC(=O)NCCc2ccccc2)C(=O)CCCC(=O)Nc2cc(C)on2)cc1	5	99	8[fluorescence artefact?]	2[fluorescence artefact?]	95	-2	105	92	4
CCOC(=O)CSc1nnc(CNc2ccc(Cl)cc2)n1-c1ccccc1	7	93	4	-9[fluorescence artefact?]	119	-4	78	80	x
CC(C)(C)c1ccc(SCC(N)=O)cc1	5	95	-5	0	121[fluorescence artefact?]	7	89	106	-1
